CF NFkB inh = inhibitors of PAF-induced NF-kB signaling, primary screen, cell-based, GFP fluorescence, uHTS; KKLEB NF-kB-GFP reporter, GFP fluorescence overnight; inhibition, % at 5 µM; hit rate 0.86% among 360,000;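 active means at least 50% inhibition at 5 µM, scaled per plate between neutral and stimulator controls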;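 further: PAF is a Pseudomonas aeruginosa culture filtrate used as stimulus; plate controls were PAF-stimulated DMSO wells for no effect and unstimulated DMSO wells for full effect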
Shn3 3UTR inh = reduction of Shn3 3'UTR firefly luciferase signal, primary screen, Schnurri-3 inhibitor project, cell-based, Clone20 osteoblasts, set 2. hit rate 0.52% among 360,000. Clone20 osteoblast Shn3 3'UTR firefly luciferase, 24 h. inhibition, % at 12.5 µM;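 active means mean inhibition of at least 75% with every replicate also reaching 75%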;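 further: 0% = median of neutral control wells and 100% = pilot-screen positive control compound; some compounds past the cut are filed as inactive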
HIF-2a block = HIF-2a reporter inhibitors, primary screen, luminescence, 786-0 RCC cells; 786-0 RCC cells HIF-2a reporter, luciferase luminescence, overnight; inhibition, % at 18.8 µM; hit rate 0.72% among 360,000; AID 624352, 2012;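 active means inhibition of the luminescence signal of 40% or more relative to plate controls, in a single-dose primary screen at 18.75 µM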
PDI turbidity = inhibitors of human PDI, primary screen, biochemical, turbidity, single point, plate reader | Protein disulfide-isomerase (Homo sapiens), P07237 | PDI insulin aggregation turbidity, A650, 90 min | inhibition, % at 10 µM | hit rate 0.052% among 350,000;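 active means mean inhibition across replicates of 30% or more, whatever share of single replicates reach that level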;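 further: absorbance from insulin aggregation driven by PDI reduction with DTT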
Target sequence (P07237 whole entry, looked up): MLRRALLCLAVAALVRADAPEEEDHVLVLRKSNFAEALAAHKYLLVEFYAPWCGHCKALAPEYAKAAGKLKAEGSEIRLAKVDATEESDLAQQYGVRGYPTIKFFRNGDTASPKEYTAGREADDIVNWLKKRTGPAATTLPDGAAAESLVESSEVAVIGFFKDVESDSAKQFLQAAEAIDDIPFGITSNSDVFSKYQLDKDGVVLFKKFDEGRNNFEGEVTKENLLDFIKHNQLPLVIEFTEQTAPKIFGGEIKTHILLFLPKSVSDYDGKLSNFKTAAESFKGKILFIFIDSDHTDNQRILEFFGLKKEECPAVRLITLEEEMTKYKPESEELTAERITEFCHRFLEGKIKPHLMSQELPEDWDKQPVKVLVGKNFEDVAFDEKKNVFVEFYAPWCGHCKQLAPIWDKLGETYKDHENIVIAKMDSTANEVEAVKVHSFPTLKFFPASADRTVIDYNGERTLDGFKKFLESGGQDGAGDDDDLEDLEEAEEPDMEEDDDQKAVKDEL
Vif imaging = HIV Vif self-association inhibitors, primary screen, imaging, HEK293T, single point | hit rate 0.35% among 340,000 | inhibition, % at 7.49 µM | HEK293T cells, Vif self-association by quenched fluorescence, 24 h | AID 602346, 2012; in the data active means inhibition above about 50%, passing the limit was not always enough; further: some results filed as inactive read as strong as hits
CaV13 FRET inh = Primary screen for inhibitors of IQ motif and Ca2+-dependent inactivation inhibitor domain binding in CACNA1D, Förster resonance energy transfer in living cells, …; inhibition, % at 12.3 µM; HEK cells, CFP/YFP FRET ICDI-IQ, plate reader, 10 min; percent FRET-ratio fall versus neutral wells; hit rate 0.098% among 340,000;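 active means mean replicate inhibition of at least 30% and at least 1% of replicates passing that level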;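 further: 0% = median of the neutral control wells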
NR2E3 ag-1 = NR2E3 agonists in two-hybrid cells, primary screen, cell-based, luminescence, CHO-S, Gal4-NCOR/VP16-NR2E3. Photoreceptor-specific nuclear receptor (Homo sapiens), Q9Y5X4. luciferase. inhibition of corepressor binding, % at 3.98 µM. hit rate 0.35% among 360,000. AID 602229, 2012;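 active means inhibition above the mean of all tested compounds plus 3 SD, cut at about 70% in these data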;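 further: 0% = DMSO with NR2E3 transfected cells and 100% = cells lacking NR2E3 construct; higher means lower luciferase signal from less NR2E3 corepressor binding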
Target sequence (Q9Y5X4 whole entry, looked up, the tested form may be a part): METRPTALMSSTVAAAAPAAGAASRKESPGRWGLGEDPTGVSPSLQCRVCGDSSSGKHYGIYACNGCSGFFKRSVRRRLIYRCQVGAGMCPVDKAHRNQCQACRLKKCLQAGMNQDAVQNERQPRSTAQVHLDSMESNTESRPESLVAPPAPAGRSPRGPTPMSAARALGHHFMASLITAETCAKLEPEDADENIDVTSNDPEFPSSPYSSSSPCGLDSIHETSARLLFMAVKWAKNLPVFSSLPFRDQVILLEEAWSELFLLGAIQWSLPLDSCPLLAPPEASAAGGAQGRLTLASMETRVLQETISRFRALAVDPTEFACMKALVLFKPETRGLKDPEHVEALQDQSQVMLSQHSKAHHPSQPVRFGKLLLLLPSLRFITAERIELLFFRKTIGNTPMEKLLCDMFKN
MITF TRPM1 inh = inhibitors of MITF-dependent TRPM1 promoter reporter, primary screen, cell-based, SK-MEL-5, single point, luciferase; SK-MEL-5 TRPM1 promoter luciferase, 24 h; inhibition, % at 12.5 µM; hit rate 0.83% among 330,000; AID 488899, 2010;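 active means mean inhibition across replicates of 60% or more, whatever share of single replicates reaches that level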; further: values of inactives mirror those of a sister screen read the other way
KKLEB cytotox = cytotoxicity in KKLEB CF airway cells, primary screen, cytotoxicity control for CF NF-kB inhibitor project, cell-based, uHTS, fluorescence assay plates; KKLEB CF airway cells viability, ATPlite luminescence, overnight; stronger effect = lower value; cells stimulated with P. aeruginosa culture filtrate; activity change (cytotoxicity), % at 5 µM; hit rate 0.36% among 360,000; AID 602141, 2011;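 active means corrected activity change at or below -50% at 5 µM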
Peg3 prom inh = Peg3 promoter-driven luciferase inhibitors, primary screen, cell-based, HeLa, luciferase luminescence. inhibition, % at 20 µM. AID 588405, 2011. hit rate 1.7% among 360,000. HeLa PEG-Prom luciferase reporter, overnight;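 active means inhibition of at least 50% at 20 µM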
NR2E3 ag-2 = inhibitors of NR2E3-RetCOR corepressor binding, primary screen, NR2E3 agonist project, biochemical, TR-FRET, GST-NR2E3, biotin-RetCOR | hit rate 0.12% among 320,000 | inhibition of corepressor binding, % at 4.78 µM | Photoreceptor-specific nuclear receptor (Homo sapiens), Q9Y5X4 | 1536-well | AID 2300, 2010;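 active means percent inhibition above the cutoff of mean plus 3 SD of all tested compounds, set per screening campaign, cut at about 20% in these data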;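 further: 0% = DMSO wells and 100% = biotin wells as full block of FRET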
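Material – GST-tagged NR2E3 plus biotinylated RetCOR corepressor · Quantity – NR2E3 fusion 1.35 nM · Times – 5 h incubation at 4 °C · Medium – pH 7.5 Tris-based buffer · Technique – TR-FRET, Eu(K)-anti-GST donor, streptavidin-D2 acceptor, ex 340, em 617/671 nm · Benchmarks – high control biotin, low control 0.6% DMSO · Format – 1536-well plates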
* marks the source's active call; other numbers are inactive results.

What do the screens show for `NC(=O)COc1cccc2cccnc12`?
CF NFkB inh: 2.4; Shn3 3UTR inh: -14.5; HIF-2a block: 2.2; PDI turbidity: -0.5; Vif imaging: 5.3; CaV13 FRET inh: -8.3; NR2E3 ag-1: -26.6; MITF TRPM1 inh: 0.8; KKLEB cytotox: -4.6; Peg3 prom inh: 4.6; NR2E3 ag-2: 0.8

How did O=C(Nc1cccc(F)c1)NC1(C(=O)N2CCN3CCCC3C2)CCCCC1 (configuration not stated) do in these assays?
CF NFkB inh: -6.3; Shn3 3UTR inh: -4.9; HIF-2a block: 7.3; PDI turbidity: 15.3; Vif imaging: -4.6; CaV13 FRET inh: -5.3; NR2E3 ag-1: -13.0; MITF TRPM1 inh: 3.6; KKLEB cytotox: -7.6; Peg3 prom inh: -1.2; NR2E3 ag-2: 0.7

What do the screens show for `COc1ccc2c(c1)C(C)=CC(C)(C)N2C(=O)Nc1ccccc1`?
CF NFkB inh: -1.0; Shn3 3UTR inh: -7.1; HIF-2a block: -7.5; PDI turbidity: 0.0; Vif imaging: 16.8; NR2E3 ag-1: -17.9; MITF TRPM1 inh: 3.1; KKLEB cytotox: 5.5; Peg3 prom inh: -27.2; NR2E3 ag-2: -1.4

What do the screens show for `Cc1cc(OCC(=O)Nc2ccc(CN3CCOCC3)cc2)ccc1Cl`?
CF NFkB inh: -26.5; Shn3 3UTR inh: 12.5; HIF-2a block: -5.6; PDI turbidity: -2.3; Vif imaging: -9.9; CaV13 FRET inh: -1.8; NR2E3 ag-1: 6.9; MITF TRPM1 inh: 8.9; KKLEB cytotox: -0.8; Peg3 prom inh: 6.7

Results for Cc1ccccc1OCCSCc1nc2ccccc2[nH]1 ?
CF NFkB inh: -4.1; Shn3 3UTR inh: 29.1; HIF-2a block: 8.1; PDI turbidity: 6.3; Vif imaging: -4.7; CaV13 FRET inh: -7.7; NR2E3 ag-1: -8.1; MITF TRPM1 inh: -2.1; KKLEB cytotox: -0.2; Peg3 prom inh: 7.3; NR2E3 ag-2: 1.0

What do the screens show for `COc1ccc(NC(=O)CSc2ccc3nnc(-c4ccccn4)n3n2)c(OC)c1`?
CF NFkB inh: -11.7; Shn3 3UTR inh: -15.6; HIF-2a block: 3.7; PDI turbidity: -0.6; Vif imaging: -13.0; CaV13 FRET inh: -5.1; NR2E3 ag-1: 11.5; MITF TRPM1 inh: 10.6; KKLEB cytotox: 7.7; Peg3 prom inh: 8.8; NR2E3 ag-2: 1.9

What do the screens show for `O=C(Oc1ccc(-c2nnco2)cc1)N1CCCCC1`?
CF NFkB inh: -13.3; Shn3 3UTR inh: -16.6; HIF-2a block: -72.9; PDI turbidity: 8.5; Vif imaging: 1.7; CaV13 FRET inh: -1.4; NR2E3 ag-1: -3.9; MITF TRPM1 inh: -21.7; KKLEB cytotox: 1.1; Peg3 prom inh: -32.2; NR2E3 ag-2: -0.5

Results for CCCN(C(=O)Cc1csc(-c2ccccc2)n1)C1CCS(=O)(=O)C1 (configuration not stated) ?
CF NFkB inh: 4.0; Shn3 3UTR inh: -21.7; HIF-2a block: -3.5; PDI turbidity: -29.9; Vif imaging: 2.1; CaV13 FRET inh: -4.7; NR2E3 ag-1: 1.7; MITF TRPM1 inh: 3.6; KKLEB cytotox: -9.1; Peg3 prom inh: 3.2; NR2E3 ag-2: 2.6

What do the screens show for `Cc1cc(NC(=O)CCN2CCN(Cc3ccccc3)CC2)ccc1Br`?
CF NFkB inh: -1.6; Shn3 3UTR inh: 22.0; HIF-2a block: 18.9; PDI turbidity: 7.7; Vif imaging: -9.8; CaV13 FRET inh: -19.8; NR2E3 ag-1: -27.6; MITF TRPM1 inh: -10.3; KKLEB cytotox: -9.0; Peg3 prom inh: 14.5; NR2E3 ag-2: 0.4

What do the screens show for `O=C(N=Nc1c(O)[nH]c2ccccc12)c1cccc(S(=O)(=O)N2CCCCC2)c1`?
CF NFkB inh: 10.6; Shn3 3UTR inh: 4.1; HIF-2a block: 15.0; PDI turbidity: 5.5; Vif imaging: -0.3; CaV13 FRET inh: -3.0; NR2E3 ag-1: -12.5; MITF TRPM1 inh: -1.3; KKLEB cytotox: -10.9; Peg3 prom inh: 5.4; NR2E3 ag-2: 0.5

How did CC(C)(C)OC(=O)N/N=C/c1ccc(C(=O)O)cc1 do in these assays?
CF NFkB inh: 21.4; Shn3 3UTR inh: 10.3; HIF-2a block: 4.5; PDI turbidity: -2.4; Vif imaging: 2.0; CaV13 FRET inh: -7.8; NR2E3 ag-1: -19.1; MITF TRPM1 inh: -3.9; KKLEB cytotox: -7.0; Peg3 prom inh: -17.0; NR2E3 ag-2: -0.2

How did COc1ccc(C2/C(=C(/O)c3ccccc3)C(=O)C(=O)N2CO)cc1 (configuration not stated) do in these assays?
CF NFkB inh: -8.3; Shn3 3UTR inh: -9.1; HIF-2a block: -36.3; PDI turbidity: 12.4; Vif imaging: 1.9; CaV13 FRET inh: -5.8; NR2E3 ag-1: -34.3; MITF TRPM1 inh: 1.4; KKLEB cytotox: 7.1; Peg3 prom inh: -21.5; NR2E3 ag-2: -0.6

Results for CCOc1ccc(S(=O)(=O)N2CCC(C(=O)OC(C)C(=O)N3CCOCC3)CC2)cc1 (configuration not stated) ?
CF NFkB inh: 1.9; Shn3 3UTR inh: -16.1; HIF-2a block: 17.0; PDI turbidity: 4.9; Vif imaging: 6.1; CaV13 FRET inh: -6.2; NR2E3 ag-1: 3.5; MITF TRPM1 inh: -2.5; KKLEB cytotox: 6.7; Peg3 prom inh: 14.4; NR2E3 ag-2: 1.7

Results for CC(Cc1cccnc1)NC(=O)c1cc(COc2c(F)cccc2F)on1 (configuration not stated) ?
CF NFkB inh: -3.6; Shn3 3UTR inh: -0.3; HIF-2a block: -34.1; PDI turbidity: 4.8; Vif imaging: -4.0; CaV13 FRET inh: -10.7; NR2E3 ag-1: -6.2; MITF TRPM1 inh: 2.3; KKLEB cytotox: -3.4; Peg3 prom inh: -5.7; NR2E3 ag-2: -1.2

How did CC1CN(S(=O)(=O)c2cccc(C(=O)N3CCC(C(N)=O)CC3)c2)CC(C)O1 (configuration not stated) do in these assays?
CF NFkB inh: -4.5; Shn3 3UTR inh: 13.0; HIF-2a block: 11.5; PDI turbidity: 6.5; Vif imaging: 53.2*; CaV13 FRET inh: -6.6; NR2E3 ag-1: 5.2; MITF TRPM1 inh: 6.9; KKLEB cytotox: 14.6; Peg3 prom inh: 8.0

How did COc1cccc(N2CCN(CC(=O)NC(=O)NC3CCCCC3)CC2)c1 do in these assays?
CF NFkB inh: -25.9; Shn3 3UTR inh: -12.8; HIF-2a block: 2.3; PDI turbidity: -3.1; Vif imaging: 0.4; NR2E3 ag-1: 12.7; MITF TRPM1 inh: 1.1; KKLEB cytotox: 14.8; Peg3 prom inh: 8.6

What do the screens show for `CC(=O)Nc1ccc(Oc2ccc3c(c2)C(=O)NC3=O)cc1`?
CF NFkB inh: 7.1; Shn3 3UTR inh: 4.2; HIF-2a block: 6.3; PDI turbidity: -4.7; Vif imaging: 6.5; CaV13 FRET inh: -4.5; NR2E3 ag-1: -25.1; MITF TRPM1 inh: 15.6; KKLEB cytotox: -2.7; Peg3 prom inh: 1.1; NR2E3 ag-2: 4.9

How did O=C(NC1CCCCC1)c1cccc(Cn2cc(Cl)cn2)c1 do in these assays?
CF NFkB inh: 5.8; Shn3 3UTR inh: 13.0; HIF-2a block: 4.8; PDI turbidity: 2.0; Vif imaging: -18.3; CaV13 FRET inh: -3.7; NR2E3 ag-1: -14.7; MITF TRPM1 inh: 6.9; KKLEB cytotox: -1.2; Peg3 prom inh: 5.6; NR2E3 ag-2: 1.7

What do the screens show for `CCN(C(=O)CSc1n[nH]c(-c2cccs2)n1)C1CCS(=O)(=O)C1` (configuration not stated)?
CF NFkB inh: 3.4; Shn3 3UTR inh: -16.4; HIF-2a block: -3.9; PDI turbidity: 1.0; Vif imaging: -5.4; CaV13 FRET inh: -8.4; NR2E3 ag-1: 8.1; MITF TRPM1 inh: 2.5; KKLEB cytotox: 3.0; Peg3 prom inh: 7.2; NR2E3 ag-2: 3.8

What do the screens show for `COC(=O)CC(c1ccccc1F)N1Cc2ccccc2C1=O` (configuration not stated)?
CF NFkB inh: -15.0; Shn3 3UTR inh: -0.1; HIF-2a block: 9.1; PDI turbidity: -3.9; Vif imaging: 1.1; CaV13 FRET inh: -6.2; NR2E3 ag-1: 3.9; MITF TRPM1 inh: 2.3; KKLEB cytotox: 5.5; Peg3 prom inh: 14.3; NR2E3 ag-2: 0.1

How did O=S(=O)(c1ccsc1)N1CC=C(c2ccccc2)CC1 do in these assays?
CF NFkB inh: -5.7; Shn3 3UTR inh: 5.2; HIF-2a block: -48.0; PDI turbidity: -1.4; Vif imaging: -0.4; NR2E3 ag-1: 0.6; MITF TRPM1 inh: -9.7; KKLEB cytotox: -12.2; Peg3 prom inh: -27.0; NR2E3 ag-2: 2.2

What do the screens show for `CCOC(=O)Cc1csc(NC(=O)C2C3C=CC(C3)C2C(=O)O)n1` (configuration not stated)?
CF NFkB inh: -6.8; Shn3 3UTR inh: 6.5; HIF-2a block: 23.0; PDI turbidity: 17.1; Vif imaging: -3.0; CaV13 FRET inh: -0.2; NR2E3 ag-1: -3.0; MITF TRPM1 inh: 1.7; KKLEB cytotox: -9.9; Peg3 prom inh: 3.8; NR2E3 ag-2: -1.7

What do the screens show for `COc1ccc(N/C=C/C(=O)c2ccc(Oc3ncccn3)cc2)cc1`?
CF NFkB inh: 5.7; Shn3 3UTR inh: 0.3; HIF-2a block: -99.3; PDI turbidity: -16.2; NR2E3 ag-1: -19.9; MITF TRPM1 inh: -14.6; KKLEB cytotox: -8.0; Peg3 prom inh: -79.6; NR2E3 ag-2: -1.0

Results for CCOc1ccc(-c2nc(CSCC(=O)NCc3ccco3)c(C)o2)cc1 ?
CF NFkB inh: -11.1; Shn3 3UTR inh: 51.2; HIF-2a block: 6.2; PDI turbidity: 3.6; Vif imaging: -4.8; CaV13 FRET inh: -3.9; NR2E3 ag-1: 100.0*; MITF TRPM1 inh: 25.3; KKLEB cytotox: -0.6; Peg3 prom inh: -20.9; NR2E3 ag-2: -0.9

Source: PubChem (several laboratories)
